Bioassay records deposited in PubChem BioAssay by The Scripps Research Institute Molecular Screening Center.
UHRF1 binding: blocks human UHRF1 binding to methylated DNA. Q96T88. hit rate 0.75% among 370,000. inhibition, % at 4.4 µM. UHRF1 binding to methylated oligo, TR-FRET; in the data active = inhibition above about 21%;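 also: UHRF1 SRA domain binding a hemimethylated CpG hairpin DNA probe; 0% = median of test compound wells and 100% = reference inhibitor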
Target sequence (Q96T88 whole entry, looked up, the tested form may be a part): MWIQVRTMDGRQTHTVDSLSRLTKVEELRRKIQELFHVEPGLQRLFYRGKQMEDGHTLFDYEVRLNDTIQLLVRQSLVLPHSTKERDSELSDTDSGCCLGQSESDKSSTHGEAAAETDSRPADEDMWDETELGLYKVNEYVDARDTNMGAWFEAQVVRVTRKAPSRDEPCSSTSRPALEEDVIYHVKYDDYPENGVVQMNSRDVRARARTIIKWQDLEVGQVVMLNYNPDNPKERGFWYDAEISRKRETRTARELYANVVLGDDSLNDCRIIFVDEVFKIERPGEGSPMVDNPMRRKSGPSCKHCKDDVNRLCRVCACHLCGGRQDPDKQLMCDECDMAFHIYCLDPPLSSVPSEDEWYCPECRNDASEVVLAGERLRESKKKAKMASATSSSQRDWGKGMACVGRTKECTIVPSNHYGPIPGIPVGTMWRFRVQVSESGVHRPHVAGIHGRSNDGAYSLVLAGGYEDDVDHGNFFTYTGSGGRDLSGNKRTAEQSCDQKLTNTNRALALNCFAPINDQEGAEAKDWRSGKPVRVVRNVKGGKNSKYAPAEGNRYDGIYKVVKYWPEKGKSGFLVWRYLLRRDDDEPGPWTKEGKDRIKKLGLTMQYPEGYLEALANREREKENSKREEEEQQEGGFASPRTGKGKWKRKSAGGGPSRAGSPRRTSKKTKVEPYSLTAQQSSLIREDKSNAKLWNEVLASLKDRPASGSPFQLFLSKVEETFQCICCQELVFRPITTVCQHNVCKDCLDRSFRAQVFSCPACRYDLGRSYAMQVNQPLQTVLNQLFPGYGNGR
TDP2 absorb: blocks human TDP2 phosphodiesterase activity | O95551 | recombinant TDP2, T5PNP hydrolysis, p-nitrophenol absorbance 415 nm | inhibition, % at 12.8 µM | hit rate 0.34% among 370,000 | AID 720702;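 active = inhibition above the mean of all tested compounds plus 3 SD, set per campaign, cut at about 25% in these data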;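 also: 0% = DMSO with enzyme and 100% = buffer with substrate but no TDP2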
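Assay system: recombinant human TDP2 / Reagent: T5PNP substrate at 5 mM, a TopII-DNA adduct mimic / Measured by: epi absorbance from released p-nitrophenol / Evaluation: % inhibition relative to enzyme-containing and enzyme-free wells / Control set: enzyme-free and DMSO wells / Replicates: each compound tested once, singlicate / Schedule: enzyme reaction with compound for 2 h at 37 °C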
LEDGF integ inh: blocks HIV-1 LEDGF/p75-dependent DNA integration; hit rate 0.64% among 370,000; inhibition, % at 3.7 µM; TR-FRET IN-LEDGF/p75 DNA integration, Eu/Cy5;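 active = inhibition above the screen-wide mean plus 3 SD, cut at about 13% in these data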;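 also: signal is the Cy5 over europium emission ratio at 671 and 618 nm; 0% = plate median of compound wells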
SIAE inh: human SIAE inhibition, primary screen. Q9HAT2. SIAE FP-Rh probe binding, fluorescence polarization. inhibition, % at 9.66 µM. hit rate 0.69% among 370,000. AID 1053197;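 active = inhibition above a cutoff: mean of compounds within the control limits plus 3 SD of those, cut at about 17% in these data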;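 also: 0% = plate median of compound wells and 100% = probe without SIAE protein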
TCR-CD3 inh: human TCR-CD3 binding inhibition | TAMRA-labeled TCR probe fluorescence, biochemical | hit rate 0.37% among 360,000 | inhibition, % at 9.4 µM; in the data active = inhibition above about 19%;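 also: recombinant mutant TCR 2C K166C tagged with TAMRA read by polarization; 0% = receptor in buffer alone and 100% = receptor with positive control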
DDE Tn7 FP inh: disrupts Tn7 cyclic peptide binding to fibrin D-Dimer-E complex. hit rate 0.13% among 370,000. inhibition, % at 8.3 µM. P02675. AID 720508. FP displacement of FITC-Tn7 peptide from fibrin DD(E); 0% = median of compound wells per plate;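 active = inhibition above the mean of compounds falling within the control limits plus 3 SD of them, cut at about 14% in these data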;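 also: 0% = plate median of compound wells and 100% = 10 µM Aha-Tn7 peptide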
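Assay system: human fibrin DD(E) protein / Input: 2 µM fibrin DD(E) / Benchmarks: high control of 10 µM Aha-Tn7 peptide / Measured by: fluorescence polarization of the labelled Tn7 tracer / Medium: Tris buffer with calcium and detergent, pH 7.8 / Timing: 10 min compound pre-incubation, 3 h probe incubation at room temperature / Repeats: one replicate per compound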
PRMT1 inh: blocks human protein arginine methyltransferase 1; hit rate 1.3% among 370,000; AID 652257; inhibition, % at 2.79 µM; recombinant PRMT1, activity-based probe fluorescence polarization;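 active = inhibition above about 21% made by adding two undisclosed values, limit read from the data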
MBD2 DNA inh: inhibitors of human MBD2 binding to methylated oligonucleotide; inhibition, % at 4.4 µM; Q9UBB5; TR-FRET; hit rate 0.31% among 370,000; in the data active = inhibition above about 13%
KLK7 zymogen act: proKLK7 (human) activation, primary screen; P49862; purified proKLK7, EDANS-DABCYL substrate fluorescence; 100% is mature enzyme control, 0% vehicle; activation, % at 7 µM; hit rate 0.9% among 370,000; AID 652039;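 active = activation above the mean of all tested compounds plus 3 SD, computed per campaign excluding outliers beyond control limits, cut at about 13% in these data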
Target sequence (P49862 whole entry, looked up): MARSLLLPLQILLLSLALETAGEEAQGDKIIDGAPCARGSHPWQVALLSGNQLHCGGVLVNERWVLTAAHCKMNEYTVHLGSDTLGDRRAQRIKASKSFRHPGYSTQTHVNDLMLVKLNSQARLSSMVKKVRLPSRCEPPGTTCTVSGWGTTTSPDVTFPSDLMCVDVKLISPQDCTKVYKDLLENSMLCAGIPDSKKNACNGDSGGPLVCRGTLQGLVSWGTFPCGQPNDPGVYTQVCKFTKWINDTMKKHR
DDE Tn6 FP inh: inhibitors of Tn6 peptide binding to human fibrin DD(E); Fibrin DD(E) TRITC-Tn6 fluorescence polarization displacement; inhibition, % at 8.3 µM; hit rate 0.21% among 370,000;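 active = inhibition above a per-campaign cutoff: mean of compounds within control limits plus 3 SD, cut at about 15% in these data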;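 also: 0% = median of all compound wells on the plate and 100% = blocking peptide control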
Active calls of the source: *; . = no result given.

SMILES | UHRF1 binding | TDP2 absorb | LEDGF integ inh | SIAE inh | TCR-CD3 inh | DDE Tn7 FP inh | PRMT1 inh | MBD2 DNA inh | KLK7 zymogen act | DDE Tn6 FP inh
COc1ccc([N+](=O)[O-])cc1NC(=O)COC(=O)Cn1cnc2ccccc2c1=O | 0 | -9 | 2 | 7 | 0 | 0 | -1 | -6 | 1.4 | 5
O=C1CC(c2ccc(F)cc2)Cc2nc(NCC3CCCO3)ncc21 (stereo unspecified) | 2 | 0 | -6 | 6 | -6 | 2 | 1 | -2 | -0.5 | 2
CN(C)c1ccc(/C=N/N=C(N)N)cc1[N+](=O)[O-] | -34 | -2 | -1 | 8 | 3 | -11 | -2 | -21 | -0.5 | -4
CCOC(=O)c1ccc(NC(=O)CCSCCc2ccccn2)cc1 | 0 | 7 | -3 | 4 | 0 | 2 | -5 | 3 | 0.0 | -7
O=C(NCCO)c1cc2ccccc2cc1O | -5 | 8 | 1 | 5 | 2 | -7 | -3 | -5 | -15 | 2
Cc1cc(=O)oc2cc(OCc3ccc(C(=O)N4CCN(c5ccccc5)CC4)cc3)ccc12 | 1 | -1 | 0 | -1 | -9 | -2 | 0 | 3 | -6.0 | -1
O=C(NC(=S)Nc1ccccc1N1CCN(C(=O)c2ccccc2)CC1)c1cccs1 | 0 | 0 | -3 | -9 | -5 | 7 | 5 | -2 | -0.2 | 5
O=C(Nc1ccncc1)Nc1cccc(Cl)c1Cl | -1 | -2 | 0 | -20 | -7 | 13 | 0 | -2 | 0.2 | -9
Cc1cc(C)cc(OCC(=O)Nc2ccc(N3CCN(S(C)(=O)=O)CC3)cc2)c1 | -4 | -3 | -10 | 5 | 6 | -2 | -2 | 1 | -0.8 | 7
O=C(N/N=C/c1c[nH]c2c1ccc1ccccc12)c1ccc([N+](=O)[O-])cc1 | -1 | -17 | -2 | -5 | -6 | 0 | 0 | -5 | -0.1 | -3
CN(C)CCN(C)C1CN(C2CCCC2)S(=O)(=O)C1 (stereo unspecified) | -1 | -1 | -1 | 1 | 4 | 6 | 2 | 0 | 0.1 | 1
CCCCC(=O)Nc1ccc(C(=O)N2CCN(C)CC2)cc1 | 4 | -8 | 3 | 4 | 0 | -1 | 0 | 0 | -0.7 | -3
CCOc1ccc(NC(=O)CSc2nc3ccsc3c(=O)n2CCC(=O)O)cc1 | -2 | -4 | 5 | -4 | -1 | -12 | -2 | 0 | 0.1 | 2
CCOc1ccccc1CN1CCN(Cc2cc(=O)c3ccccc3[nH]2)CC1CCO (stereo unspecified) | 3 | -5 | -6 | 2 | -4 | 2 | 9 | 0 | 0.0 | 3
Cc1ccc(OCCOC(=O)c2c(-c3ccccc3)noc2C)cc1 | 3 | -3 | -2 | 1 | -1 | -1 | 4 | 0 | 0.6 | -11
COC(=O)C(=Cc1ccncc1)c1cccc2ccccc12 | 0 | 1 | 2 | -2 | 2 | -3 | 2 | 40* | 0.3 | -4
CC(=O)Nc1ccc(S(=O)(=O)N(C)CC(=O)OC(C)C(=O)NC2(C#N)CCCCC2)cc1 (stereo unspecified) | -2 | 2 | 1 | -2 | 3 | 1 | 0 | 3 | 0.4 | 3
Cc1no[n+]([O-])c1COc1ccccc1/C=N/n1nnnc1N | 0 | 3 | 0 | 5 | 0 | 3 | 0 | 3 | 0.2 | -3
CC(=O)Nc1ccc(Nc2c([N+](=O)[O-])c(=O)n(-c3ccccc3)c3ccccc23)cc1 | 0 | 10 | -3 | -1 | -7 | -5 | -1 | 0 | -0.1 | 5
COc1ccc(C(=O)Nc2cccc(-c3nc4ncccc4o3)c2C)cc1 | 0 | -16 | 0 | -8 | 10 | 1 | -2 | -7 | -0.1 | 3
Cc1ccnc(NC(c2ccccc2)c2ccc3cccnc3c2O)c1 (stereo unspecified) | -4 | 5 | -3 | 3 | -5 | 2 | 9 | 4 | -0.1 | 2
CCCCCN1CCCCC(NC(=O)c2ccc(F)cc2)C1=O (stereo unspecified) | -1 | 13 | 2 | -9 | . | -2 | 4 | -5 | -0.4 | -3
CCN1CCN(C(=O)C2CCN(S(=O)(=O)c3cc(Cl)ccc3Cl)CC2)CC1 | 0 | 0 | 2 | 0 | 9 | -3 | -1 | -3 | 0.3 | 6
O=[N+]([O-])c1ccc(N2CCN(C(=S)Nc3cccc(F)c3)CC2)cc1 | 0 | -10 | 0 | 4 | -8 | 6 | 6 | 3 | 0.1 | -7
O=C(Cc1ccc(Cl)cc1)Nc1ccc(Cl)cn1 | 4 | 0 | -1 | 0 | -2 | 6 | 1 | 4 | 0.3 | 1
O=C(Nc1ccc(Oc2cccnc2)cc1)c1ccccc1F | 0 | -3 | 0 | 1 | 2 | -3 | -6 | 2 | -0.4 | 3
Cc1ccc(S(=O)(=O)N2CC3(C)CN(S(=O)(=O)c4ccc(C)cc4)CC(C)(C2)C3)cc1 | 2 | -4 | -4 | -3 | 0 | 3 | 0 | -3 | 0.2 | 5
COC(=O)c1c(C(=O)OC)c2cc(C)ccn2c1Cl | 1 | 3 | 0 | 5 | -3 | 0 | 1 | -1 | 0.3 | -1
COc1ccc(/C=C(/NC(C)=O)C(=O)O)cc1 | -1 | 1 | 1 | -7 | 7 | -2 | -1 | 1 | 0.6 | -4
CCc1nc(NC(=O)NS(=O)(=O)c2ccccc2C(=O)OC)nc(OC)n1 | 0 | -1 | 3 | 5 | 3 | -6 | -2 | -3 | -0.2 | -1
Cc1ccccc1OCC(=O)NNC(=O)C1CCCCC1C(=O)O (stereo unspecified) | 0 | -14 | 0 | 0 | 8 | -10 | 14 | -2 | 0.4 | -5
CCOC(=O)[C@@H]1[C@H]2COc3ccccc3[C@H]2N2C(=O)N(c3ccc(F)cc3)C(=O)[C@]12C | 0 | -6 | -1 | -4 | 7 | 8 | -4 | -5 | -0.4 | 5
CC1(C(=O)NS(=O)(=O)c2ccc(C#N)cc2)CCN1C(=O)CCC1CCCC1 (stereo unspecified) | 0 | 7 | 1 | 1 | 4 | -6 | 0 | -3 | -0.4 | 6
O/N=C1\CCCc2ccc3ccccc3c21 | 16 | -9 | 0 | -7 | 8 | 1 | 1 | 4 | -0.3 | 8
FC(F)(F)c1cc(Nc2ccccc2)nc(-c2ccccn2)n1 | -4 | 11 | 7 | 2 | 2 | -5 | -3 | -2 | -0.1 | -4
Clc1ccc(-n2nnc(-c3cccnc3Cl)n2)cc1Cl | 1 | -7 | 0 | 1 | 0 | 6 | 2 | -3 | 1.0 | -1
Cc1oc(-c2cc3c(cc2Cl)OCO3)nc1CN1CCCC1c1ccc(F)cc1 (stereo unspecified) | 1 | -12 | -4 | -3 | -3 | -2 | 1 | 2 | -1.3 | 0
CCC(OC(=O)C(C)N1C(=O)C(=O)c2ccccc21)C(=O)Nc1ccccc1OC (stereo unspecified) | 0 | 1 | -2 | 1 | -4 | 4 | 2 | 0 | 0.0 | -5
CCOc1ccccc1CN1CCN(CC2CC2)CC1CCO (stereo unspecified) | -1 | 6 | 0 | -1 | 5 | -4 | 1 | 6 | 0.5 | 2
COc1cccc(Nc2ncnc3sccc23)c1 | 2 | -4 | -7 | -10 | -5 | 11 | 2 | 3 | 0.0 | 5
CCN=C1NC(c2ccc(C(F)(F)F)cc2)C(C(=O)OC)=C(C)N1Cc1ccccc1C(F)(F)F (stereo unspecified) | 2 | -4 | -3 | 0 | -2 | -7 | 1 | 0 | -0.4 | 3
COC(=O)[C@]1(Cc2ccccc2)N[C@H](CN(C)S(=O)(=O)c2ccc(OC(F)(F)F)cc2)[C@@H]2C(=O)N(C)C(=O)[C@@H]21 | 0 | 8 | 7 | 2 | -1 | 1 | 1 | 1 | -0.4 | 1
CN(CC(=O)N1CCN(c2ccccn2)CC1)S(=O)(=O)c1cccc2nsnc12 | 15 | 10 | 1 | 5 | 1 | -6 | 0 | -1 | 0.3 | -6
CCC(C)N1C(=O)/C(=C/c2c(NCCCOC(C)C)nc3c(C)cccn3c2=O)SC1=S (stereo unspecified) | 0 | -11 | -1 | -19 | -10 | -6 | -8 | 1 | -0.3 | -5
O=C(O)C1CCC(NSc2ccccc2[N+](=O)[O-])CC1 (stereo unspecified) | 1 | -10 | 2 | 2 | 3 | -10 | 10 | 1 | 0.3 | -1
CCCn1c(=O)c2ccccc2n2c(SCC(=O)NCc3cccs3)nnc12 | 0 | 6 | 1 | -2 | 8 | -5 | 0 | -2 | 0.0 | -5
CC(=O)N1c2ccc(S(=O)(=O)NCC3CCC(C(=O)NC4CCCCC4)CC3)cc2CC1C (stereo unspecified) | 2 | -5 | -2 | 1 | 0 | -3 | 7 | 2 | 0.0 | 2
Cc1oc2c(C)c3oc(=O)c(CCC(=O)NCCCn4ccnc4)c(C)c3cc2c1C | -2 | -2 | 5 | -1 | 4 | -10 | -3 | 4 | -0.6 | -10
O=C(C[n+]1cccc2ccccc21)c1ccc(Br)cc1 | -2 | -2 | 5 | 20* | -4 | 8 | 1 | 3 | -0.6 | 4
Cc1ccc(C(=O)c2c3ccc(C(F)(F)F)cc3nn2CCC(N)=O)cc1 | 2 | 6 | -2 | 2 | 6 | 6 | -3 | 4 | 0.1 | 1

With a hit mark in MBD2 DNA inh, among the entries above:
SMILES | UHRF1 binding | TDP2 absorb | LEDGF integ inh | SIAE inh | TCR-CD3 inh | DDE Tn7 FP inh | PRMT1 inh | MBD2 DNA inh | KLK7 zymogen act | DDE Tn6 FP inh
COC(=O)C(=Cc1ccncc1)c1cccc2ccccc12 | 0 | 1 | 2 | -2 | 2 | -3 | 2 | 40* | 0.3 | -4

(cont.)
SMILES | UHRF1 binding | TDP2 absorb | LEDGF integ inh | SIAE inh | TCR-CD3 inh | DDE Tn7 FP inh | PRMT1 inh | MBD2 DNA inh | KLK7 zymogen act | DDE Tn6 FP inh
CCn1cc(CNC(=O)c2cc(COc3ccc(F)cc3F)on2)cn1 | 2 | -1 | -1 | 2 | 0 | 7 | -1 | -2 | 0.3 | -2
Cc1cc(NC(=O)CS(=O)(=O)c2cn(Cc3ccccc3Cl)c3ccccc23)no1 | 2 | -1 | -3 | -1 | -7 | 4 | 0 | 4 | 0.2 | -4
O=C(/C=C/c1ccco1)NCCCN1CCOCC1 | -1 | 8 | 4 | 2 | 2 | -3 | -5 | 0 | 0.1 | -6
S=C(NCc1ccccc1)Nc1ccncc1 | -2 | -12 | 1 | -9 | -1 | -1 | 3 | 1 | 0.1 | -1
O=C(CCc1nc2ccccc2c(=O)[nH]1)Nc1cc(C(F)(F)F)ccc1N1CCCC1 | 0 | 0 | -1 | 6 | -7 | 3 | 4 | -4 | -0.8 | 7
Nc1nnc(SCCCC(=O)c2ccccc2)s1 | 3 | 0 | -3 | -4 | 5 | 1 | -4 | -3 | 0.1 | -5
